Screening results (PubChem BioAssay)
DRD3 antagonist – antagonists of human D3 dopamine receptor. P35462. D3R cells, DiscoveRx beta-arrestin luminescence, antagonist mode; hits give low values. max response, negative = inhibition, %. 360,000 compounds, 2.5% hits. AID 652054; in the data active = max response below about -50%; inconclusive = no clear call, values can overlap the other calls; note: % is set by controls: 0 for no effect and ±100 for the full control effect; mostly tested at two doses, the higher about 12 µM
Target sequence (P35462 whole entry, looked up): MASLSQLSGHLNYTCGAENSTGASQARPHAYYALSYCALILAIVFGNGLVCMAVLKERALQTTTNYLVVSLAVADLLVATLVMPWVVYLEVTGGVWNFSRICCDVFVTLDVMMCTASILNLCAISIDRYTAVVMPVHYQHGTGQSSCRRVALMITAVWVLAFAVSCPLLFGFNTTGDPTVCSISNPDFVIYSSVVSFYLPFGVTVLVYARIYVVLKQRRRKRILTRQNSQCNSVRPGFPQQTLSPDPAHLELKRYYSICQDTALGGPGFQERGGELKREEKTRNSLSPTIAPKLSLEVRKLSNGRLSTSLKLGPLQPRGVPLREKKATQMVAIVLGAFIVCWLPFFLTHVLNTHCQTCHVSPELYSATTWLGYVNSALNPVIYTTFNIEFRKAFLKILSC
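Cells expressing the human receptor were seeded at 1500 cells/well, incubated overnight at 37 degrees C in 5% CO2, then exposed to library compounds with dopamine controls for 90 minutes at 37 degrees C before luminescent detection.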
EPAC2 antag – EPAC2 (human) antagonism; Potency, µM (highest dose often 114 µM), without a hit: at the highest dose activity, negative = inhibition, actives largely listed as inhibitors; EPAC2 GEF exchange of Rap1B-BODIPY-GDP, fluorescence; AID 720708; 360,000 compounds, 0.18% hits; Q8WZA2; note: potency is the fitted concentration of half-maximal effect; % is set by controls: 0 for no effect and ±100 for the full control effect; nearly all actives have a fitted effect of over 45% in size; many of its hits are not listed in these tables
DRD3 agonist – agonists of human D3 dopamine receptor; P35462; D3R DiscoveRx beta-arrestin cells, luminescence, 90 min; max activation, %; 410,000 compounds, 0.58% hits; in the data active = max activation above about 30%; note: 0% is about no effect; mostly tested at two doses, the higher about 12 µM
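Agonist mode: compounds and dopamine controls were applied to plated cells for 90 min at 37 degrees C after an overnight attachment at 1500 cells/well. Luminescent read-out followed 30 - 60 minutes at room temperature with DiscoveRx detection reagent.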
Abeta yeast res – compounds reversing amyloid beta toxicity in yeast. yeast expressing A-beta42, growth rescue, OD600, 48 h; response scale: 0% DMSO, 100% iron-clioquinol control. Potency, µM (series often up to 46.1 µM), for inactives: at the highest dose growth rescue, hits mostly activators. 410,000 compounds, 0.063% hits. AID 1347071; note: potency is the fitted concentration of half-maximal effect; nearly all actives have a fitted effect of over 55% in size
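Yeast growth medium received pinned compounds, then yeast cells expressing toxic A-beta were added; plates incubated at 30 C for 48 hr. Growth read as absorbance at 600 nm, normalized to DMSO and equimolar FeCl3 plus clioquinol controls.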
TDP43 rescue – TDP-43 toxicity inhibition in yeast | TDP-43 expressing yeast growth rescue, BacTiter-Glo, 24 h | Potency, µM (top dose mostly 46.1 µM), inactives show top-dose growth rescue (activation), hits mostly activators | 410,000 compounds, 1.8% hits | AID 652104; note: potency is the fitted concentration of half-maximal effect; % of control where 0% means no effect; nearly all actives have a fitted effect of over 50% in size
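Galactose-induced TDP-43 yeast, OD600=0.02, compound pinned; 24 hr, 30 deg C; BacTiter-Glo luminescence for growth. Inhibitors of TDP-43 toxicity read as activators.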
EPAC2 ag – activates human EPAC2 exchange factor; EPAC2 activation, biochemical qHTS; response scale: 100% = 6.5 mM cAMP response; 360,000 compounds, 0.079% hits; Potency, µM (doses to about 154 µM), for inactives: top-dose activation, most hits filed as activators; note: potency is the fitted concentration of half-maximal effect; nearly all actives have a fitted effect of over 50% in size
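In this primary screen, activation is scored as increased exchange of BODIPY-GDP from Rap1B by 100 nM EPAC2, with 50 uM GDP as competitor. Signal is normalized to the 6.5 mM cAMP agonist control.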
aSyn yeast inh – rescues yeast growth from alpha-synuclein toxicity; AID 652106; Yeast expressing alpha-synuclein, growth rescue, BacTiter-Glo, 24 h; Potency, µM (series often up to 46.1 µM), without a hit: top-dose growth rescue (activation), actives largely listed as activators; 370,000 compounds, 0.14% hits; note: potency is the fitted concentration of half-maximal effect; % of control where 0% means no effect; nearly all actives have a fitted effect of over 65% in size
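Screening used galactose-induced yeast with toxic alpha-synuclein levels, exposed to compound for 24 hr at 30 deg C. Cell growth, read with BacTiter-Glo luminescence, gave the measured signal.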
FUS yeast rescue – rescues growth of FUS-expressing yeast; S. cerevisiae FUS-expressing, growth rescue, OD600, 24 h; Potency, µM (top dose mostly 76.6 µM), for inactives: at the top dose growth rescue (activation), usual class: activators; 390,000 compounds, 0.24% hits;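 note: potency is the fitted concentration of half-maximal effect; plate controls were DMSO vehicle for no effect and reference control for full effect; nearly all actives have a fitted effect of over 55% in size; some results filed as inactive show a strong effect at the top dose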
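Restored growth of FUS-toxic S. cerevisiae, read as 600 nm absorbance after 24 h at 30C in galactose medium (starting OD 0.005). Controls CP55940 and DMSO.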
* = called active by the depositor; ? = inconclusive; · = not tested or not shown; & = joins results of further samples; [ ] = remark or other dose. Unless noted, calls come from the whole dose curve; as a rule, active = well fitted curve in the direction sought with a large enough effect; inconclusive = small, poorly fitted or top-dose-only effect, or another doubt; inactive = no such curve, though single readings can be large; an effect the other way counts as inactive or inconclusive.

SMILES	DRD3 antagonist	EPAC2 antag	DRD3 agonist	Abeta yeast res	TDP43 rescue	EPAC2 ag	aSyn yeast inh	FUS yeast rescue
COc1ccc(S(=O)(=O)N2CCN(CC(=O)N3CCOCC3)CC2)cc1OC	-0.4	-2.7%	-8.0	4.8%	4.1%	9.8%	-1.8%	15.4%
CC(C)(C)c1ccc(-c2noc(-c3ccno3)n2)cc1	4.0	2.0%	3.0	-12.1%	-9.9%	0.7%	4.6%	6.7%
COCCNC(=O)CSc1nc(-c2ccccc2)[nH]c1-c1ccc(C)cc1	·	·	-23.5	-13.5%	-2.0%	·	·	-18.1%
COc1ccc(Nc2cc(Nc3cc(OC)c(OC)c(OC)c3)ncn2)cc1	-3.2	2.0%	10.5	-9.5%	10.1%	5.3%	-1.0%	38.1%
NC(=O)c1cc[n+](Cc2ccc([N+](=O)[O-])cc2)cc1	4.9	2.7%	5.0	-1.8%	-0.7%	6.4%	-1.6%	-25.2%
O=S1(=O)CC(O)C(NCCO)C1 (stereo unspecified)	2.7	6.4%	3.6	-4.0%	10.7%	7.6%	2.6%	-20.6%
C=CCNC(=O)c1ccc([N+](=O)[O-])c(Cl)c1	-4.4	3.8%	5.1	2.6%	2.2%	-3.6%	-2.0%	-26.5%
COc1ccc(C2CC(c3ccc([N+](=O)[O-])cc3)=NN2C(=O)c2ccccc2)cc1OC (stereo unspecified)	14.3	0.2%	0.6	-2.4%	8.8%	12.9%	6.3%	-25.7%
O=c1c2cc3ccccc3nc2ncn1CCc1ccc(Cl)cc1	24.7	-10.6%	2.9	-0.4%	-32.4%[inhibitor]	9.1%	-2.1%	-1.7%
Cn1c(=O)[nH]c(=O)c2c1nc(OC(=O)c1ccccc1)n2CC(O)COc1ccccc1 (stereo unspecified)	2.0	7.3%	2.0	-6.4%	-1.5%	0.9%	-3.9%	-10.0%
CCS(=O)(=O)N1CCN(c2ccc([N+](=O)[O-])c(NCc3ccccc3)c2)CC1	?	-1.8%	-4.7	8.5%	3.4%	1.2%	2.6%	-14.2%
CCC1CCCCN1C(=O)COC(=O)c1cncc(Br)c1 (stereo unspecified)	18.3	-9.4%	2.6	3.5%	15.0%	4.5%	-0.9%	-50.3%
COc1ccc(NC(=O)/C(N=Nc2cc(S(=O)(=O)Nc3ccc(OC)cc3)ccc2OC)=C(\C)O)cc1	0.9	-1.5%	2.8	0.3%	23.6%	-5.2%	5.6%	-33.3%
CC(=NOC(=O)C1CCCCC1)c1nccs1	10.0	8.0%	-0.5	-20.9%	21.6%	5.0%	-15.2%	-11.9%
Cc1cc(C)cc(SCc2noc(C(=O)NCC3CC3)c2C(=O)NCC2CC2)c1	1.8	-6.9%	19.4	14.7%	-2.9%	9.8%	2.4%	26.8%
Cc1ccc(S(=O)(=O)N(C)c2c(C)ccc(S(=O)(=O)Nc3ccncc3)c2C)cc1	10.7	10.1%	1.1	13.0%	4.3%	7.2%	-7.4%	-3.9%
NC1=NC(=O)C2(COC(c3ccncc3)OC2)S1 (stereo unspecified)	-7.9	-3.6%	3.4	-16.5%	-14.3%	11.8%	10.0%	8.6%
Cc1oc(-c2ccccc2)cc1C(N)=O	14.3	-9.1%	-0.2	-8.1%	-12.5%	3.0%	8.7%	22.3%
CC(Sc1ccc(Cl)cc1)C(=O)NCc1cccnc1 (stereo unspecified)	0.0	4.3%	7.5	4.0%	-5.7%	1.4%	-6.5%	-16.2%
O=C(NC(=S)Nc1cccc2cc(O)ccc12)c1ccco1	-0.9	1.7%	7.4	26.6%	?	16.9%	5.0%	19.1%
Cc1cccc(C)c1NC(=O)C1CCCN1S(=O)(=O)c1ccc(-c2ccc(=O)[nH]n2)s1 (stereo unspecified)	15.7	0.9%	-9.3	-11.5%	?	8.7%	1.1%	13.0%
CCC(=O)Nc1cccc(-c2nc3cc(C)ccc3o2)c1	·	·	2.7	-40.0%[inhibitor]	14.1µM*	·	-39.0%[inhibitor]	13.8%
CN(C)Cc1cc(O)c(CN(C)C)cc1O	-7.4	15.3%	4.7	2.8%	5.2%	17.7%	-3.9%	-0.3%
C#CCSc1nnc(-c2ccc(OC)cc2)o1	0.9	4.1%	8.4	1.0%	?	-6.7%	-1.8%	6.1%
CCOc1ccc(/C=N/NC(=O)c2cc(-c3cccn3C)n[nH]2)cc1	-19.6	-2.2%	-11.1	-7.1%	7.7%[9.22 µM]	2.7%	-1.0%	39.3%
CS(=O)(=O)N1CCc2cc(C(=O)Nc3ccccc3)ccc21	-25.7	21.4%	-10.1	-2.5%	-6.5%	7.7%	-5.0%	22.0%
Cc1cc(C)c2cc(CN(CCN3CCCC3)C(=O)Nc3ccc(F)cc3)c(=O)[nH]c2c1	-8.2	-2.5%	-12.7	4.2%	3.1%	8.5%	-2.3%	?
O=C(Nc1nc(-c2cccs2)c(-c2cccs2)s1)C1(c2ccccc2)CC1	0.0	-1.1%	-3.9	-8.2%	9.5%	8.5%	-0.9%	·
O=C(Nc1ccc(Cl)cn1)C1COc2ccccc2O1 (stereo unspecified)	-27.4	-2.1%	-9.3	-7.8%	-15.9%	18.6%	-7.4%	9.5%
CC(C)c1ccc(OCC(=O)NCc2ccco2)cc1	-17.5	-14.5%	0.2	6.4%	12.7%	3.2%	-2.7%	?
O=C(O)c1cccc(NC(=O)c2cc3cc(Br)cc(Br)c3oc2=O)c1	·	·	2.7	-3.1%	7.0%	·	·	-2.4%
COc1ccc(NC(=O)CCC(=O)N(Cc2ccc(OC)c(OC)c2)c2nccs2)cc1	1.1	-26.2%	-1.5	2.4%	-13.6%	-7.8%	0.2%	23.4%
COc1ccc(NS(=O)(=O)c2ccc(NS(=O)(=O)c3cccs3)cc2)c(OC)c1	10.6	-1.3%	4.3	-11.0%	-10.9%	5.0%	-9.3%	-8.1%
Cc1ccc(Cl)cc1N(C(=O)c1csnn1)C(C(=O)NC1CCCC1)c1ccco1 (stereo unspecified)	-14.8	15.5%	-1.7	-6.8%	0.9%	-3.0%	0.1%	-33.3%
CCn1c(SCc2ccc(F)cc2)nnc1C1CCN(S(=O)(=O)c2ccc(OC)cc2)CC1	17.9	2.3%	6.3	9.6%	23.0%	3.5%	-1.2%	22.1%
CCOC(=O)c1ccc(NC(=S)NCCc2ccc(F)cc2)cc1	-2.3	?	0.3	?	-8.2%[9.22 µM]	-10.4%	-3.4%	1.4%
Cc1ccc(CSCC(=O)N2CCN(c3ccccc3)CC2)cc1	0.1	-2.4%	2.3	15.6%	29.7%	1.9%	-1.2%	2.1%
CC(C)NC(=O)Nc1ccc2c(c1)C(=O)N([C@H](C)CO)C[C@H](C)[C@@H](CN(C)S(=O)(=O)c1ccc(F)cc1)O2	-8.9	-5.2%	-4.9	-3.0%	2.0%	4.5%	8.6%	11.4%
N#C/C(=C\c1ccco1)C(=O)Nc1cccc2ncccc12	12.5	-4.4%	2.8	7.1%	28.5%	2.9%	6.1%	-3.9%
O=C1CN(C(=O)COC(=O)c2ccc(N3CCCCCC3)c([N+](=O)[O-])c2)c2ccccc2N1	-8.6	2.7%	-2.7	-1.6%	0.9%	8.3%	1.5%	?
CCOc1ccc(CCNC(=O)C2CCN(c3nn4c(=O)cc(C)nc4s3)CC2)cc1OCC	-5.3	0.5%	-3.9	-9.4%	3.6%	2.7%	0.3%	20.6%
CN(C)Cc1c(C(=O)N/N=C/c2cccnc2)nnn1-c1nonc1N	0.0	3.9%	3.4	3.1%	-2.2%	8.0%	0.5%	-18.0%
Cc1ccc(/C=C/C(=O)N2CCN(c3ncccn3)CC2)o1	-23.6	-0.8%	-8.0	-28.1%	10.7%	10.2%	12.5%	·
CCOc1ccc(CCNS(=O)(=O)c2c(C)nc3scc(C)n3c2=O)cc1OCC	-5.6	-7.1%	-3.1&-6.2	0.0%&10.9%	-11.6%&17.8%	4.4%	0.2%	-18.7%&1.9%
Clc1ccc(-c2nc3n(n2)Cc2ccccc2-3)cc1	8.9	12.5%	-4.4	-9.8%	-9.7%	2.2%	-14.6%	7.6%
S=C(N/N=C1\CCc2ccccc21)NC1CCCCC1	-3.9	-9.9%	-3.6	?	-5.2%	6.6%	0.4%	?
COc1cccc(OC)c1C(=O)Nc1ccc(C(=O)NCc2ccccc2)cc1	14.3	22.1%	0.2	5.9%	22.5%	-1.8%	5.3%	·
Cc1cccc(OCC(=O)Nc2ccccc2C(=O)OCc2cc(=O)n3nc(C4CC4)sc3n2)c1	·	·	8.3	-12.2%	4.3%	·	·	-11.1%
Fc1ccccc1CN1CCC(Cc2ccccc2)CC1	-79.3*	-12.8%	-15.7	13.4%	-31.1%[inhibitor]	17.3%	-9.1%	20.2%
CC(C)=CC(=O)N1CCCC(N2CCN(c3ccc(F)cc3)CC2)C1 (stereo unspecified)	10.5	-5.8%	-7.1	4.1%	24.6%	2.5%	-1.9%	-15.7%

Overlap with the part before: four entries; new compounds follow.
SMILES	DRD3 antagonist	EPAC2 antag	DRD3 agonist	Abeta yeast res	TDP43 rescue	EPAC2 ag	aSyn yeast inh	FUS yeast rescue
COc1cccc(OC)c1C(=O)Nc1ccc(C(=O)NCc2ccccc2)cc1	14.3	22.1%	0.2	5.9%	22.5%	-1.8%	5.3%	·
Cc1cccc(OCC(=O)Nc2ccccc2C(=O)OCc2cc(=O)n3nc(C4CC4)sc3n2)c1	·	·	8.3	-12.2%	4.3%	·	·	-11.1%
Fc1ccccc1CN1CCC(Cc2ccccc2)CC1	-79.3*	-12.8%	-15.7	13.4%	-31.1%[inhibitor]	17.3%	-9.1%	20.2%
CC(C)=CC(=O)N1CCCC(N2CCN(c3ccc(F)cc3)CC2)C1 (stereo unspecified)	10.5	-5.8%	-7.1	4.1%	24.6%	2.5%	-1.9%	-15.7%
COCCCNC(=O)CSc1nc2cc(S(=O)(=O)N3CCCCC3)ccc2o1	1.1	7.8%	-5.4	-2.2%	2.7%	9.9%	-7.4%	5.5%
CCOc1cc(/C=N/NC(=O)c2ccc(N(C)S(=O)(=O)c3ccccc3)cc2)ccc1OC	-24.7	1.5%	-2.5	-12.5%	5.0%	12.5%	-2.2%	57.8%
O=C(CCC1CCCCC1)NCCS(=O)(=O)N1CCN(c2ccc(F)cc2)CC1	-2.9	6.6%	-11.4	5.8%	13.1%	3.4%	-4.2%	16.4%
COc1cccc(/C=C2\N=C3CCCCCN3C2=O)c1	0.0	0.1%	6.1	4.7%	25.2%	4.3%	-1.5%	-1.1%

Not all compounds are listed. The share of hits here may be higher or lower than overall.
